Screening data deposited in PubChem by Broad Institute.
ARNT TACC3 PPI = ARNT/TACC3 interaction disruption. Q9Y6A5. AlphaScreen His-ARNT PAS-B/GST-TACC3 binding, luminescence; TACC3 fragment carries E629A point mutation. inhibition, % at 9.99 µM. 390,000 compounds, 0.66% hits. AID 623870;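 active means mean inhibition of replicates at least 50% and at least half of replicates each reaching 50%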;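 further: 0% = complete ARNT plus TACC3 wells and 100% = ARNT alone without TACC3; many hits fall short of the cut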
esBAF inh = SWI/SNF esBAF complex inhibition. reporter increase, % at 12.5 µM. mouse ES cells, Bmi1-luciferase knock-in reporter, 24 h; 100% = twice the neutral-well signal. 350,000 compounds, 2% hits. AID 602393; in the data active means activation above about 40%;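 further: 0% = median of the plate's neutral control wells and 100% = double that signal; a rise in the Bmi1 reporter signal indicates esBAF inhibition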
E-selectin induc = induces E-selectin expression in human endothelial cells; HUVEC E-selectin immunofluorescence imaging; normalized: neutral wells 0, TNF-alpha wells 100; activation, % at 7.58 µM; P16581; 260,000 compounds, 0.37% hits;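 active means mean E-selectin-positive cell signal at least 10% of the positive control, reached in at least 60% of replicates, without over 20% cell loss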;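 further: in these data hits start at about 27%; measured in HUVEC primary endothelial cells; signal is the percent of cells scored E-selectin positive by PE staining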
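Read-out: % PE-positive cells | Test system: HUVEC | Doses: One compound dose added by pin transfer | Buffer or medium: EGM-2 over gelatin coat | Signal: Immunofluorescence imaging | Benchmarks: TNF-alpha, DMSO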
PglD inh = PglD (C. jejuni) enzyme inhibition. purified PglD enzyme, DTNB colorimetric CoA detection. inhibition, % at 12.5 µM. 360,000 compounds, 0.098% hits. AID 602405; in the data active means inhibition above about 16%, passing the limit was not always enough; further: strong numbers were not always called active
RAD52 inh = blocks human RAD52 DNA annealing | recombinant RAD52 DNA annealing, FRET fluorescence | 360,000 compounds, 0.46% hits | inhibition, % at 18.7 µM | P43351;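 active means every replicate showing at least 50% inhibition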
Casp6 inh = inhibitors of human caspase-6 | 350,000 compounds, 0.53% hits | AID 686996 | purified caspase-6, Z-VEID-R110 cleavage fluorescence | P55212 | inhibition, % at 12.5 µM;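 active means mean inhibition across replicates at least about 35%, with every replicate also reaching that limit, limit read from the data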;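 further: 0% = median of neutral control wells and 100% = no fluorescence left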
Target sequence (P55212 24-179 limits assumed): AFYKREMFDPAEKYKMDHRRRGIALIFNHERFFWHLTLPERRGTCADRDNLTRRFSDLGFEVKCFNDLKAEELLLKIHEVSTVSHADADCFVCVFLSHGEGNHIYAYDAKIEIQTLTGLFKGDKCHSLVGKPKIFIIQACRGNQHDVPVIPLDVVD
Target sequence (P55212 194-293 limits assumed): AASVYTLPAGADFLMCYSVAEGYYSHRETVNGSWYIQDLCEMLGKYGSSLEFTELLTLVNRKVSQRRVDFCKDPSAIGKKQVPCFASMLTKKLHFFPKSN
ERp5 inh = blocks human ERp5 reductase activity on insulin; Q15084; 350,000 compounds, 0.05% hits; inhibition, % at 9.99 µM; ERp5 insulin aggregation, absorbance 650 nm, 90 min;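 active means mean replicate inhibition above about 25%, with every replicate also reaching it, limit read from the data, passing the limit was not always enough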
Target sequence (Q15084 whole entry, looked up): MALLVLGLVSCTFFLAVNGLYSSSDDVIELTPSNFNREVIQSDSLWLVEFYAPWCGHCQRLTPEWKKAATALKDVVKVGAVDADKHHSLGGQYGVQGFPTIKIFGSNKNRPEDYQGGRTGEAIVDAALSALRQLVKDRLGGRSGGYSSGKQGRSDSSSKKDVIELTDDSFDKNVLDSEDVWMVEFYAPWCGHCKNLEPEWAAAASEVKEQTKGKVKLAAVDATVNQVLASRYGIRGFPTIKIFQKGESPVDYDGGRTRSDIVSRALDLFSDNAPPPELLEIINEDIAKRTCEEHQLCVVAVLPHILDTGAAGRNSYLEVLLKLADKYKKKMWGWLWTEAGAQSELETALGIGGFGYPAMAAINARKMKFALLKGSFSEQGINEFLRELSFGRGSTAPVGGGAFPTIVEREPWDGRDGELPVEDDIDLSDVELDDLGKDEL
RAD54 inh = inhibitors of human RAD54 branch migration. Q92698. RAD54 Holliday junction branch migration, FAM/BHQ fluorescence. inhibition, % at 10.4 µM. 360,000 compounds, 0.14% hits. AID 602329;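 active means mean normalized replicate activity at least 40 and at least half of replicates scoring 40 or more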;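 further: 0% = median of neutral control wells and 100% = median of positive control wells; inhibitors cause a drop in the FAM fluorescence signal; in these data hits start at about 50%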
Active calls of the source: *; / = not tested or not shown; & = joins results of further samples.

SMILES | ARNT TACC3 PPI | esBAF inh | E-selectin induc | PglD inh | RAD52 inh | Casp6 inh | ERp5 inh | RAD54 inh
CC1CCN(c2nnc(N)s2)CC1 | -5 | 2 | / | 0 | / | / | / | 3
COC(=O)CCC(=O)NN1C(=O)c2ccccc2C1=O | -23 | / | 0.9 | / | -4 | -4 | 5 | /
CC(C)CC(NC(=O)OC(C)(C)C)c1cn([C@@H](Cc2cc3ccccc3[nH]2)C(=O)N2CCN(C(=O)OC(C)(C)C)CC2)nn1 (stereo partly specified) | 3 | 11 | 0.0 | -5 | -10 | 0 | 6 | -1
COc1ccc(N2CCN(c3oc(COc4ccc(Cl)cc4Cl)nc3C#N)CC2)cc1 | 3 | -3 | / | -1 | -19 | -4 | 1 | -8
CCOC(=O)CNC(=O)CSc1nc2ncc(Br)cc2[nH]1 | 2 | 4 | / | 5 | / | / | / | 7
COc1ccc(Cl)cc1NC(=O)CN(C)C(=O)Cc1n[nH]c(=O)c2ccccc12 | -1 | -1 | / | 5 | -19 | 1 | -10 | 0
O=C(O)c1c(-c2ccc(Cl)cc2)cn2ccccc12 | 5 | 19 | / | / | -7 | 3 | -1 | /
CCNC(=O)C1(C)CCN(C(=O)c2ccc3ccccc3c2)C1 (stereo unspecified) | / | -5 | 0.0 | 9 | 0 | 0 | -8 | -5
C[C@H]1CN([C@@H](C)CO)C(=O)c2cc(/C=C/c3ccccc3)cnc2O[C@H]1CN(C)Cc1cncnc1 | -5 | 2 | 0.7 | 3 | -5 | 3 | -1 | -9
Cc1ccc(S(=O)(=O)NNC(=O)Nc2ccc(Cl)c(Cl)c2)cc1 | -4 | / | 11 | / | -16 | -2 | 5 | /
CCC(=O)N1[C@@H]2CN(C(=O)Nc3cccc(Cl)c3)c3ccccc3[C@@H]2[C@@H]1CO | -2 | 0 | 0.3 | -2 | 6 | -10 | -1 | 6
Cc1ccc(S(=O)(=O)N[C@H]2CC[C@H](CCn3cc(C4CCCCC4)nn3)O[C@@H]2CO)cc1 | -20 | 3 | -0.5 | -3 | 2 | -2 | 3 | -3

Pulled by structure from above (6):
SMILES | ARNT TACC3 PPI | esBAF inh | E-selectin induc | PglD inh | RAD52 inh | Casp6 inh | ERp5 inh | RAD54 inh
CCOC(=O)CNC(=O)CSc1nc2ncc(Br)cc2[nH]1 | 2 | 4 | / | 5 | / | / | / | 7
COc1ccc(N2CCN(c3oc(COc4ccc(Cl)cc4Cl)nc3C#N)CC2)cc1 | 3 | -3 | / | -1 | -19 | -4 | 1 | -8
O=C(O)c1c(-c2ccc(Cl)cc2)cn2ccccc12 | 5 | 19 | / | / | -7 | 3 | -1 | /
Cc1ccc(S(=O)(=O)NNC(=O)Nc2ccc(Cl)c(Cl)c2)cc1 | -4 | / | 11 | / | -16 | -2 | 5 | /
COc1ccc(Cl)cc1NC(=O)CN(C)C(=O)Cc1n[nH]c(=O)c2ccccc12 | -1 | -1 | / | 5 | -19 | 1 | -10 | 0
COC(=O)CCC(=O)NN1C(=O)c2ccccc2C1=O | -23 | / | 0.9 | / | -4 | -4 | 5 | /

The listing continues.
SMILES | ARNT TACC3 PPI | esBAF inh | E-selectin induc | PglD inh | RAD52 inh | Casp6 inh | ERp5 inh | RAD54 inh
Cc1cc(F)ccc1NC(=S)NC1CCCC1 | 0 | -2 | 0.0 | -3 | 1 | 0 | 7 | -7
O=C(C[C@H]1CC[C@H](NC(=O)C2CCC2)[C@H](CO)O1)NC1CCC1 | -12 | -5 | 0.0 | 2 | -2 | 4 | -3 | 0
CO[C@H]1CN(C)C(=O)c2cc(NC(C)=O)ccc2OC[C@@H](C)N(Cc2cccc(F)c2)C[C@@H]1C | -1 | 2 | -0.2 | -1 | 5 | -4 | 2 | -9
C[C@@H]1CN([C@@H](C)CO)C(=O)c2cc(NC(=O)Nc3cccc4ccccc34)ccc2O[C@H]1CN(C)Cc1ccc(C(=O)O)cc1 | -6 | -3 | -8.4 | -1 | -5 | 3 | 11 | -2
Cc1ccc(C(=O)NCc2ccccc2)cc1Br | -4 | 5 | / | 1 | / | / | / | 0
CO[C@@H]1CN(C)C(=O)c2cc(NC(=O)C3CC3)ccc2OC[C@H](C)N(CCc2ccccc2)C[C@H]1C | -2 | 10 | 0.0 | 3 | / | / | / | -6
C[C@@H]1CN([C@@H](C)CO)S(=O)(=O)c2ccc(C#C[C@@H](C)O)cc2O[C@H]1CN(C)C(=O)c1ccncc1 | -6 | -5 | -3.8 | -1 | / | / | / | -4
O=C(CSc1nccc(-c2cccs2)n1)Nc1cccc(Cl)c1Cl | -5 | -8 | -0.1 | / | -3 | -2 | 4 | /
Cc1sc2nc(SCc3ccc(C(=O)O)cc3)n(Cc3ccco3)c(=O)c2c1C | -5 | -13 | / | 1 | -14 | 10 | -3 | -5
Cc1ccc2c(c1)C1(SC(C)C(=O)N1c1ccc(Cl)cc1)C(=O)N2 (stereo unspecified) | / | / | 0.3 | / | -2 | 1 | 2 | /
C[C@H](CO)N1C[C@H](C)[C@@H](CN(C)C(=O)Nc2ccc(C(F)(F)F)cc2)Oc2c(NS(=O)(=O)c3cccs3)cccc2C1=O | -8&3 | 1&-5 | -5.2&0.0 | 5&-12 | 14&-8 | 3&1 | -2&0 | 5&3
COc1ccccc1C(c1nnnn1C(C)(C)C)N1CCCCCC1 (stereo unspecified) | 0 | -2 | / | -8 | / | / | / | 1

4 structures from above, ordered by number of heavy atoms, high to low.
SMILES | ARNT TACC3 PPI | esBAF inh | E-selectin induc | PglD inh | RAD52 inh | Casp6 inh | ERp5 inh | RAD54 inh
C[C@@H]1CN([C@@H](C)CO)C(=O)c2cc(NC(=O)Nc3cccc4ccccc34)ccc2O[C@H]1CN(C)Cc1ccc(C(=O)O)cc1 | -6 | -3 | -8.4 | -1 | -5 | 3 | 11 | -2
C[C@@H]1CN([C@@H](C)CO)S(=O)(=O)c2ccc(C#C[C@@H](C)O)cc2O[C@H]1CN(C)C(=O)c1ccncc1 | -6 | -5 | -3.8 | -1 | / | / | / | -4
Cc1sc2nc(SCc3ccc(C(=O)O)cc3)n(Cc3ccco3)c(=O)c2c1C | -5 | -13 | / | 1 | -14 | 10 | -3 | -5
Cc1ccc2c(c1)C1(SC(C)C(=O)N1c1ccc(Cl)cc1)C(=O)N2 (stereo unspecified) | / | / | 0.3 | / | -2 | 1 | 2 | /

Remaining list, next part:
SMILES | ARNT TACC3 PPI | esBAF inh | E-selectin induc | PglD inh | RAD52 inh | Casp6 inh | ERp5 inh | RAD54 inh
CC(=O)Oc1ccc(C(=O)Nn2cnnc2)cc1 | -5 | -1 | / | 3 | / | / | / | -13
COc1cc(CNCc2ccncc2)ccc1OCC(N)=O | -6 | 5 | / | -2 | -5 | -11 | 2 | -2
O=C(CCCn1c(=O)[nH]c2cc(Cl)ccc2c1=O)NCCCN1CCCC1 | 11 | -7 | / | -9 | / | / | / | 3
C[C@H](CO)N1C[C@H](C)[C@@H](CN(C)C(=O)Nc2ccccc2)Oc2ncc(Br)cc2C1=O | -5 | -3 | 0.0 | 4 | -2 | -2 | 0 | 5
COc1ccccc1NC(=O)c1cc(S(=O)(=O)N2CCOCC2)ccc1Cl | -4 | -1 | / | 1 | / | / | / | 8
Cc1ccc(NC(=O)C2CC(=O)N(c3ccccc3Cl)C2)cc1S(=O)(=O)N1CCOCC1 (stereo unspecified) | / | -3 | 0.2 | -3 | 8 | -3 | 2 | -7
CC(C)(C)c1ccc(S(=O)(=O)N2CCC(N3CCCCC3)CC2)cc1 | 1 | 3 | -0.1 | 3 | -10 | 0 | 2 | -6
Cc1ccc(-c2ccc([C@H]3[C@H](CO)N4CCCCN(C(=O)c5ccc(F)cc5)C[C@@H]34)cc2)cc1 | 10 | -2 | -0.6 | 11 | -16 | -2 | 8 | 8
O=C(Nc1ccccc1Cl)C1C(c2ccccc2)C1(Cl)Cl (stereo unspecified) | 37 | 3 | / | -7 | -2 | 6 | 2 | 1
O=c1oc2ccccc2n1Cc1cccc(C(F)(F)F)c1 | -1 | / | -0.2 | / | -1 | -1 | 1 | /
CCCNC(=O)C[C@@H]1C[C@@H]2c3cc(NC(=O)CC4CC4)ccc3O[C@@H]2[C@@H](CO)O1 | -11 | -1 | 0.5 | -2 | -9 | 3 | 11 | 8
O=C(OCC(=O)N1CCN(C(=O)c2ccco2)CC1)C1=COCCO1 | 0 | -3 | / | -2 | / | / | / | 2
CC1Sc2ccc(S(=O)(=O)N3CCC(C(N)=O)CC3)cc2NC1=O (stereo unspecified) | -5 | -6 | 7.5 | 1 | -17 | 1 | -13 | -5
Cc1noc(C)c1S(=O)(=O)Nc1cccc2c1O[C@@H](CN(C)C(=O)Nc1ccc(C(F)(F)F)cc1)[C@@H](C)CN([C@H](C)CO)C2=O | -7 | 5 | / | 2 | -98 | 1 | 7 | -7
CCOC(=O)c1c(SCc2ccccc2)n[nH]c1N | 4 | -7 | / | 0 | -16 | -2 | -2 | 12
CC(=O)c1c(C(C)=O)c(C)n(-c2ccc(N)cc2)c1C | -3 | -1 | / | 3 | / | / | / | 11
O=C1Nc2ccccc2/C1=N/N=C/c1cccc(O)c1 | -1 | 8 | / | 3 | 5 | 2 | -4 | 10
O=C(c1cccnc1)N1CCN(S(=O)(=O)c2ccc3ccccc3c2)CC1 | -1 | -6 | / | -2 | / | / | / | 0
Cc1noc(C)c1S(=O)(=O)N(C)C[C@@H]1Oc2ccc(NC(=O)C3CCCCC3)cc2CC(=O)N([C@@H](C)CO)C[C@@H]1C | -1 | -2 | 0.1 | 2 | -16 | 0 | 7 | 3
Cc1ccc(N)cc1CN1CCCC1=O | -3 | -3 | / | 2 | / | / | / | 6
c1ccc(CNC2CC3CCC2C3)cc1 (stereo unspecified) | -1 | 11 | 0.4 | -4 | -5 | 1 | -2 | 1
O=S(=O)(NCc1ccccc1)NCc1ccccc1 | / | 4 | / | 2 | -9 | 2 | 3 | 2
CSCCC(NC(=O)c1ccc(Cl)cc1Cl)C(=O)NCc1ccccn1 (stereo unspecified) | 6 | 2 | -1.0 | -2 | -5 | -2 | 0 | -1
NC(=O)CSc1nnc(-c2ccccn2)n1Cc1ccco1 | 3 | -4 | 0.0 | 7 | -17 | 1 | 1 | -7
S=C(c1ccccc1)N1CCSCC1 | -2 | -1 | 0.5 | -2 | -23 | -2 | 0 | -7
CCOc1ccc(S(=O)(=O)n2cc(F)c(=O)[nH]c2=O)cc1[N+](=O)[O-] | -6 | -15 | / | 5 | 5 | -1 | -1 | -8
CCC(C)(C)NC(=O)C1CCN(S(=O)(=O)c2cccs2)CC1 | 2 | / | / | 4 | -23 | 1 | -3 | -5
Cc1ccc(SCCC(=O)NNC(=O)c2ccccc2F)cc1 | 2 | / | 1.0 | 4 | -10 | 1 | 7 | -6
C[C@H]1CN([C@@H](C)CO)C(=O)c2cc(NC(=O)CCN3CCOCC3)ccc2O[C@H]1CN(C)CC1CC1 | / | / | 0.0 | / | 0 | 0 | 4 | /
Cc1ccc(SCc2cc(=O)[nH]c(/N=C(\N)Nc3ccc(C)c(C)c3)n2)cc1 | -2 | -4 | / | -1 | -10 | -1 | 1 | -11
CCCCN(C(=O)/C=C/c1ccc(OC)cc1)C1CCS(=O)(=O)C1 (stereo unspecified) | 2 | -10 | 0.2 | 1 | -7 | 5 | 13 | -5
O=C(CNC(=O)c1ccco1)Nc1cccc(Cl)c1 | 1 | 0 | 0.2 | -3 | -11 | 1 | 3 | -2
O=C(C[C@H]1CC[C@H]2[C@@H](COC[C@H](O)CN2CC2CC2)O1)NCC1CC1 | -2 | -3 | -0.1 | -3 | -3 | 1 | -8 | 3
CCc1ccc(OCC(=O)NC(=S)Nc2ccc(C(C)=O)cc2)c(Br)c1 | -2 | 2 | / | 1 | -4 | 0 | -5 | 7
COCc1cn(CC[C@@H]2CC[C@H](NC(=O)c3ccc(F)cc3)[C@@H](CO)O2)nn1 | 1 | -1 | -0.1 | 2 | -11 | -1 | -5 | -7
COC(=O)N1CC=CC1(C)C(=O)NCc1cc(F)cc(C(F)(F)F)c1 (stereo unspecified) | -4 | 22 | 0.0 | 3 | 2 | -2 | 4 | -2
